SKBR3 24h inh – SK-BR-3 proliferation inhibitors, primary screen, cell-based, human, 24 h; 0.47% of 41,000 active; SK-BR-3 viability, CellTiter-Glo ATP luminescence; active compounds read low; AID 847, 2007; viability, % at 10 µM;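 active = viability at or below the median of all test compounds minus 3 SD, in both replicates if run twice, cut at about 45% in these data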;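 note: 100% = median untreated cell wells and 0% = median positive control drug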
* = called active by the depositor. Only part of the results is shown. The share of hits here may be higher or lower than overall.

SMILES	SKBR3 24h inh
CC1(C)CCCC2=C1CC1C(=O)N(c3ccccc3)C(=O)C1C2 (configuration not stated)	88
Cc1ccc2nc(NC(=O)c3cccs3)sc2c1	72
CCOC(=O)c1cc(-c2cc3ccccc3o2)n[nH]1	91
CC(C)(C)NC(=O)c1ccc2c(c1)N(CC(=O)N1CCN(c3ccc(F)cc3)CC1)C(=O)C(C)(C)O2	79
CCCCc1nc2ccccc2c(C(=O)O)c1C	98
CCc1cccc2c3c([nH]c12)C(CC)(CC(=O)O)OCC3 (configuration not stated)	93
CC(=O)O[C@H]1CSC[C@H]1NC(=O)c1ccccc1	96
CC(=O)Nc1nc2ccccc2n1Cc1ccccc1C	83
COc1ccc(NC(=O)CSc2nc(C)cc(C(F)(F)F)n2)cc1	82
Cc1cc(SCC(=O)OCC(=O)N2CCN(C(=O)c3ccco3)CC2)c(C)cc1Br	82
CC(=O)n1c2ccccc2c2c(C#N)c(N3CCCCC3)sc21	54
CC(C)c1nnc(NC(=O)CN(C)S(=O)(=O)c2ccc3c(c2)OCCO3)s1	87
CNC(=O)c1cc(C)c(-c2ccccc2)s1	97
O=C(Cn1cc(C(=O)c2ccco2)c2ccccc21)NC1CCCC1	83
CN(Cc1ccccc1)Cc1nc2c(c(=O)n(C)c(=O)n2C)n1Cc1ccccc1Cl	91
CCCn1c2c(c(O)c(C(=O)Nc3ncccc3O)c1=O)CCCC2	95
Cc1ccc2cc(CN(Cc3nnnn3C3CCCCC3)CC3CCCO3)c(=O)[nH]c2c1 (configuration not stated)	88
O=P(O)(CCc1ccccn1)CN1CCOCC1	84
CC1Cc2cc(/C(O)=C3/C(=O)C(=O)N(Cc4ccco4)C3c3cccs3)ccc2O1 (configuration not stated)	90
CCCCS(=O)(=O)c1sc2nc(C)cc(C)c2c1N	106
CN(C1CCCCC1)S(=O)(=O)c1ccc(NC(=O)c2ccco2)cc1	92
CCn1c(COc2ccc(OC)cc2)nnc1SCC(=O)Nc1cc(OC)ccc1OC	77
Cc1ccc(NC(=O)C2CC(=O)NC(N3CCCCC3)=N2)cc1Cl (configuration not stated)	93
COc1ccc(NC(=O)Nc2c(C)n(-c3ccccc3)c(=O)n2C)cc1OC	107
Cc1ccc(NC(=O)c2ccc3c(c2)N(CC(=O)N2CCCCC2)C(=O)C(C)(C)O3)cc1	74
COc1ccc(CNC(=O)CN(CC2CCCO2)C(=O)CNS(=O)(=O)c2ccc(F)cc2)cc1 (configuration not stated)	98
COc1ccccc1NC(=O)C1=C(C)Nc2nc(CCCO)nn2C1c1cccnc1 (configuration not stated)	88
Cn1c(/C(C#N)=C(\O)CN2CCN(Cc3ccccc3)CC2)nc2ccccc21	90
O=C(Cn1nnc(-c2ccc(CN3CCOCC3)cc2)n1)Nc1nc(-c2ccccc2)cs1	116
O=C(CNC(=O)c1ccco1)OCC(=O)c1ccc2c(c1)CCCC2	86

(next part)
SMILES	SKBR3 24h inh
CCCCn1c(-c2ccccc2)nc2c(=O)n(C)c(=O)[nH]c21	96
O=C(Nc1c(F)cc(F)cc1Br)c1ccco1	89
CN=c1sc2ccccc2n1CC(O)COCc1ccco1 (configuration not stated)	83
COC(=O)c1[nH]c2cccc(OC)c2c1NC(=O)CCN1CCC(C(N)=O)CC1	91
N#CCC(=O)NCC1(c2ccccc2)CCCC1	121
COC(=O)c1sccc1NC(=O)C1CC2CCC1C2 (configuration not stated)	105
CC(NC(=O)Cc1cccs1)c1ccc2c(c1)OCO2 (configuration not stated)	106
O=C(NCCO)c1ccc2c(c1)S(=O)(=O)c1ccccc1C2=O	73
CCCCc1nnc(NC(=O)CSc2nc(=O)cc(N)n2-c2ccccc2)s1	82
CSCC[C@H](NC(=O)OC(C)(C)C)C(=O)N1CCC(C(=O)N[C@H](C(=O)O)C(C)C)CC1	85
OCCSc1nnc(Nc2ccccc2)s1	88
Cc1cccc(C(=O)N2CCN(C(=O)c3cccc(C)c3)C(C)C2)c1 (configuration not stated)	102
COc1ccccc1C(=O)N(Cc1ccco1)C1CCS(=O)(=O)C1 (configuration not stated)	106
CCOC(=O)CSc1nc(N)c(C#N)c(-c2ccc(OC)cc2)c1C#N	84
CCc1nc(N[C@@H](Cc2c[nH]c3ccccc23)C(=O)O)c2oc3ccccc3c2n1	117
COCCn1c(SCC(=O)N2CCCc3ccccc32)nc2cccnc21	84
CCOC(=O)COn1c(=O)c(-c2ccco2)[n+]([O-])c2ccccc21	124
Cc1cc(C)c(C#N)c(N2CCN(CCOc3ccc(Cl)cc3)CC2)n1	72
O=C(CCn1cnc2ccccc2c1=O)Nc1ccc2c(c1)OCCO2	98
COc1ccccc1NC(=O)N1CCc2[nH]c3ccc(F)cc3c2C1	99
OCCNc1nc(-c2ccccc2)c2ccccc2n1	92
COCCCNc1nc2c(c(=O)[nH]c(=O)n2C)n1CC(O)COc1cccc(C)c1 (configuration not stated)	94
CCOC(=O)c1ccc(NC(=O)c2cnccn2)cc1	104
Cn1nnnc1SCc1nc2ccccc2[nH]1	94
O=C(Nc1nc2cc3c(cc2s1)OCCO3)c1cccc(S(=O)(=O)N2CCOCC2)c1	79
COc1ccccc1N1CCN(C(=O)COc2ccc(C)cc2Br)CC1	109
Cc1ccc(S(=O)(=O)Nc2cc(NC(=O)CN3CCOCC3)ccc2Cl)cc1	79
Cc1cc(NC(=O)NC(=O)c2ccc(F)cc2F)n[nH]1	85
C=CCN1C(=O)C2(c3ccccc31)C1CCCC=C1C(C#N)=C(N)C2(C#N)C#N (configuration not stated)	115
O=C(CSc1nc(-c2ccccc2)cs1)NCc1ccco1	82

As entered above:
O=C(NCCO)c1ccc2c(c1)S(=O)(=O)c1ccccc1C2=O in SKBR3 24h inh has 73
CCCCn1c(-c2ccccc2)nc2c(=O)n(C)c(=O)[nH]c21 in SKBR3 24h inh has 96
C=CCN1C(=O)C2(c3ccccc31)C1CCCC=C1C(C#N)=C(N)C2(C#N)C#N (configuration not stated) in SKBR3 24h inh has 115
COCCn1c(SCC(=O)N2CCCc3ccccc32)nc2cccnc21 in SKBR3 24h inh has 84
Cc1cc(NC(=O)NC(=O)c2ccc(F)cc2F)n[nH]1 in SKBR3 24h inh has 85

Remaining list, next part
SMILES	SKBR3 24h inh
CC(=O)[C@@]1(O)CC[C@H]2[C@@H]3C[C@H](C)C4=CC(=O)C=C[C@]4(C)[C@@]3(F)[C@@H](O)C[C@@]21C	86
CCCC(=O)Nc1ccccc1NC(C)=O	97
COc1ccc(NC(=O)CSc2nnc(-c3cccs3)n2Cc2ccco2)cc1OC	75
COc1ccc(CN2CCCCC2c2cccnc2)c(OC)c1C (configuration not stated)	110
COc1ccc(-n2c(C)nnc2SCC(=O)N2C(C)CCCC2C)cc1 (configuration not stated)	97
COc1nccc(Nc2ccccc2)c1C#N	93
CCN(CC)CCCN1C(=O)C(=O)/C(=C(/O)c2ccccc2)C1c1ccccn1 (configuration not stated)	88
CCOC(=O)N1CCN(C(=O)CCn2nc(-c3ccc(Cl)cc3)ccc2=O)CC1	80
COc1ccccc1NC(=O)c1ccccc1-c1nc(-c2ccccc2OC)no1	111
Nc1nc(CSc2nnnn2-c2ccccc2)nc(N2CCCc3ccccc32)n1	77
CCS(=O)(=O)Nc1ccc(C(=O)CC2(O)C(=O)Nc3ccccc32)cc1 (configuration not stated)	75
COc1cc2[nH]c(=O)n(CCCCCC(=O)NCCCN3CCOCC3)c(=O)c2cc1OC	89
Cc1nnc2sc(-c3csc4c3CCCC4)nn12	87
Cc1cc(C)c(NC(=O)C(C)(C)C)c(Cl)c1	115
O=C(O)c1cc2sccc2s1	99
COc1ccccc1-c1nnc(SCc2nc3ccccc3[nH]2)n1C	95
CCOCC(=O)Nc1nnc(C)s1	104
CCOc1ccc(C2/C(=C(\O)c3ccc(OC)c(OC)c3)C(=O)C(=O)N2c2cc(C)on2)cc1OC (configuration not stated)	97
CC(C)c1cc(C(N)=O)c(NC(=O)C2CCC2)s1	90
CCCn1cc(S(=O)(=O)CC(=O)Nc2ccc(OC)cc2OC)c2ccccc21	81
COCCNC(=O)c1ccc2c(c1)nc(C)n2-c1cccc(F)c1	92
COc1ccc(OC)c(-c2cc(C(=O)Nc3c(C)nn(Cc4ccccc4Cl)c3C)no2)c1	99
COc1ccc(NC(=O)Nc2ccc(C)cc2OC(F)F)cc1OC	84
CCOC(=O)CC1=C(C(=O)OCC)C(c2ccc(OC)c(OC)c2)C(C#N)=C(N)O1 (configuration not stated)	84
CCOC(=O)c1c(C)oc2ccc(OCC(=O)C(C)(C)C)cc12	65
Nc1cc(C(=O)c2cccs2)ccc1Cl	108
CCCOC(=O)Nc1nc2ccccc2o1	85
N#Cc1nc(-c2cccs2)oc1NCCN1CCOCC1	88
C=CCNC(=O)c1cc(-c2ccc(Br)cc2)on1	67
Cc1ccc(-c2nnn(CC(=O)N(CC(=O)NC3CCCCC3)c3cnc4ccccc4c3)n2)o1	92

Reformatted field by field: 4 of the compounds above
> COc1ccc(CN2CCCCC2c2cccnc2)c(OC)c1C (configuration not stated)
  SKBR3 24h inh: 110
> COc1ccc(-n2c(C)nnc2SCC(=O)N2C(C)CCCC2C)cc1 (configuration not stated)
  SKBR3 24h inh: 97
> COc1nccc(Nc2ccccc2)c1C#N
  SKBR3 24h inh: 93
> CCN(CC)CCCN1C(=O)C(=O)/C(=C(/O)c2ccccc2)C1c1ccccn1 (configuration not stated)
  SKBR3 24h inh: 88

Arranged by length of the SMILES (low to high): part of the list above.
SMILES	SKBR3 24h inh
Nc1cc(C(=O)c2cccs2)ccc1Cl	108
Cc1nnc2sc(-c3csc4c3CCCC4)nn12	87
COCCNC(=O)c1ccc2c(c1)nc(C)n2-c1cccc(F)c1	92
COc1ccccc1NC(=O)c1ccccc1-c1nc(-c2ccccc2OC)no1	111

Following part.
SMILES	SKBR3 24h inh
CC1(C)Cc2nc3sc4c(=O)n(CC(=O)NCc5ccco5)cnc4c3cc2CO1	98
CCN(c1cccc(C)c1)S(=O)(=O)c1ccc2[nH]c(=O)c(=O)[nH]c2c1	82
CN1CCn2c1nc(N1CCOCC1)nc2=O	106
CCN1CCCC(OC(=O)Nc2ccccc2)C1 (configuration not stated)	112
CCOC(=O)N1CCN(S(=O)(=O)c2cccc3cccnc23)CC1	95
Cc1ccc2c(c1)c1ncn(CCC3=CCCCC3)c(=O)c1n2C	85
CCCCCC1CCC(C(=O)O)CC1 (configuration not stated)	78
Cc1cc(N2CCCC(C(=O)Nc3ccc4c(c3)CCC4)C2)n2ncnc2n1 (configuration not stated)	75
CC1CCN(C(=O)CSc2nnc(-c3cccnc3)n2C2CCCCC2)CC1	82
Nc1ccc(N2CCCCCC2)cc1	71
COc1cc(OC)nc(NC(=O)CSc2nc3ccccc3[nH]2)n1	80
CC(=O)Nc1cc(C(=O)c2ccccc2)ccc1N1CCOCC1	98
Cc1ccc2cc(C(c3nnnn3C(C)(C)C)N3CCCC3)c(=O)[nH]c2c1C (configuration not stated)	97
Cc1nc(Nc2nc(=O)c3ccccc3n2C)nc2c(C)cccc12	85
Cc1ccc(-c2c3c(=O)n(C)c(=O)n(C)c3cn2-c2ccccc2O)cc1	85
CC1(C)CC(=O)C2=C(C1)OC(/N=C/N1CCOCC1)=C(C#N)C2c1ccccc1 (configuration not stated)	81
CN1CC(=O)Nc2ccc(F)cc2C1=O	101
O=C(CCSc1ccc(F)cc1)Nc1ccc(-n2cnnn2)cc1	78
CC1CCCCN1S(=O)(=O)c1ccc(NC(=O)c2cccs2)cc1 (configuration not stated)	101
CCC(=O)Nc1ccc(N2CCN(Cc3ccccc3F)CC2)cc1	107
CCCn1c(CNC(=O)c2ccccc2)nc2ccccc21	92
CCCCCC#CCC#CCC#CCC#CCCCC(=O)O	84
COc1ccc(CCNC(=O)Cn2cnc3c2c(=O)n(C)c(=O)n3C)cc1OC	98
CCOc1ccc(C(=O)CCN2CCCCC2)cc1	89
COC(=O)c1ccccc1NC(=O)C12CCC(C)(C(=O)O1)C2(C)C (configuration not stated)	88
O=C(CSc1nnnn1C1CCCCC1)NCc1ccc2c(c1)OCO2	121
COc1cc2c(cc1OC)C1(CCCC1)C(N)=C2C#N	132
Clc1ccc(-n2ncc3c(NCc4cccs4)ncnc32)cc1	84
COc1ccc(S(=O)(=O)NCC2CCC(C(=O)N3CCC4(CC3)OCCO4)CC2)cc1 (configuration not stated)	85
CCCn1c(SCC(N)=O)nnc1-c1ccco1	112

The list goes on:
SMILES	SKBR3 24h inh
CC(=O)Nc1ccc(OCC=C(Cl)Cl)cc1	102
CCOC(=O)c1ccc2c(c1)n(CCO)c(C)[n+]2CC	91
CCN(CC)CCNC(=O)Cc1nn(CC)c(=O)c2ccccc12	84
CC1CC(C)(C)NC(=S)S1 (configuration not stated)	120
COc1ccc(N2C(=O)CSC23C(=O)N2CCCc4cccc3c42)cc1 (configuration not stated)	87
CN1CCN(Cc2c(O)ccc3c2oc(=O)c2ccccc23)CC1	88
COc1ccccc1NC(=O)c1ccccc1NS(=O)(=O)N1CCCC1	97
CC12CN(C(=O)c3ccccc3)C3(C#N)CC1CCC23C (configuration not stated)	80
Cc1ccc2[nH]c3c(NCCN4CCOCC4)ncnc3c2c1	101
Cn1nc(-c2ccc(OCC(=O)Nc3cccnc3)cc2)c2ccccc2c1=O	86
CCOC(=O)C1CCN(Cc2nc3ccccc3c(=O)n2-c2ccc(OCC)cc2)CC1	81

Screening results from PubChem.
